# Bioassay records deposited in PubChem by several laboratories.
# Rac1 wt modul = human Rac1 wildtype GTP binding, inhibitors and activators | P63000 | GST-Rac1 beads, fluorescent GTP binding, flow cytometry; actives lie on both sides; 0 = cold GTP competed, 100 = untreated | GTP binding activity (% of control), % at 10 µM | hit rate 0.27% among 190,000;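 active = GTP binding activity at least 20 points away from the 100% control level, either lower or higher; inconclusive = compound flagged as likely green fluorescent, judged across all proteins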
# Rab2 wt GTP = changes GTP binding to wildtype dog Rab2A, up or down | hit rate 0.19% among 190,000 | P61105 | AID 760 | GTP binding activity, % at 10 µM | GST-Rab2 wt beads, Bodipy-GTP binding, flow cytometry;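 active = GTP binding activity at least 20 points away from 100%, either lowered or raised; inconclusive = signal likely due to the compound's own green fluorescence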;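 also: 0% = beads with excess unlabeled GTP and 100% = no-compound control corrected for plate trend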
# Cdc42 wt = changes GTP binding to wildtype human Cdc42; percent activity (GTP binding), % at 10 µM; GST-Cdc42 beads, Bodipy-GTP binding, flow cytometry; actives lie on both sides; P60953; hit rate 0.2% among 190,000;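 active = percent activity GTP binding at least 20 points away from the 100% baseline, either down as inhibitor or up as activator; inconclusive = compound flagged as likely green fluorescent from well-wide comparison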;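 also: median bead fluorescence of bound Bodipy-FL-GTP at 100 nM; 0% = excess unlabeled GTP control and 100% = no compound control; below 100% means less GTP binding so inhibitor and above means activator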
# Target sequence (P60953 whole entry, looked up): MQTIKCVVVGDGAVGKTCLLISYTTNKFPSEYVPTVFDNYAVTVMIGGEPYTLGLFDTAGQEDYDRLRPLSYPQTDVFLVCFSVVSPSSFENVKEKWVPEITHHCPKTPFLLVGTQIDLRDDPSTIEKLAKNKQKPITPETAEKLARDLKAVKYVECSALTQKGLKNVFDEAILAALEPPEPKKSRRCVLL
# Rab7 wt modul = modulators of GTP binding to dog Rab7 wildtype GTPase; GST-Rab7 beads, fluorescent GTP binding, flow cytometry; actives lie on both sides; untreated = 100%, excess cold GTP = 0%; GTP binding activity (percent of control), % at 10 µM; hit rate 0.055% among 190,000; AID 758;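 active = fluorescent GTP binding to Rab7 beads changed by at least 20 points from the 100% baseline, either direction, mostly lower; inconclusive = compound itself probably fluorescent, or too few beads counted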;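 also: median green fluorescence of bound Bodipy-FL-GTP per Rab7 bead population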
# Mcl1 Bid PPI = disrupts binding of human Mcl-1 to Bid peptide; Q07820; TR-FRET Mcl-1/Bid-Dy647 peptide binding, 1536-well; inhibition, % at 21.7 µM; hit rate 0.97% among 220,000; AID 1021;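 active = compounds that cut the binding signal by more than half at the single screening dose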;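 also: His-tagged Mcl-1 with europium anti-His antibody binding Bid BH3 peptide; 0% = Mcl-1 plus peptide wells and 100% = peptide-only wells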
# Target sequence (Q07820 whole entry, looked up): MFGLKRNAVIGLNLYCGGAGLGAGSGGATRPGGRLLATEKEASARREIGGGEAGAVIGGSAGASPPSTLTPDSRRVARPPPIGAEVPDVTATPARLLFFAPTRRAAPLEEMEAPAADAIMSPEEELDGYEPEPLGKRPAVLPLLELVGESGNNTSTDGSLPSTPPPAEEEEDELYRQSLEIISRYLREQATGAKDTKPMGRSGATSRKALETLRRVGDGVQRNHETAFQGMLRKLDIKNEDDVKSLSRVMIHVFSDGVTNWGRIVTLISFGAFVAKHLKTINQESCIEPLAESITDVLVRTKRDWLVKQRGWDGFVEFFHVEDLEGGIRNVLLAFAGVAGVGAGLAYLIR
# HRas wt GTP = human HRas wildtype GTP binding, change in either direction. P01112. GST-Ras wt beads, Bodipy-FL-GTP binding, flow cytometry; actives lie on both sides. GTP binding activity, % at 10 µM. hit rate 0.14% among 190,000. AID 759;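 active = GTP binding activity at least 20% away from the 100% baseline, either lowered as inhibitor or raised as activator; inconclusive = flagged as likely green fluorescent, judged across all proteins in the well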;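 also: 0% = unlabeled GTP competition control and 100% = no-compound control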
# Target sequence (P01112 whole entry, looked up): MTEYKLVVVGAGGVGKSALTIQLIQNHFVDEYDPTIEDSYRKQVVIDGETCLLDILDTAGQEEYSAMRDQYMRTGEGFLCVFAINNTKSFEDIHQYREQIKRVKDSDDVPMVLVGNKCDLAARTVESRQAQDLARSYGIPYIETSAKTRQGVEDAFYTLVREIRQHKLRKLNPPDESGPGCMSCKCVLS
# Avidin bead fluor = avidin bead compound fluorescence profile | Avidin beads, compound fluorescence 488/530 nm, flow cytometry; hits give high values | fluorescence (KMESF) at 10 µM | hit rate 0.38% among 220,000 | AID 1775; in the data active = fluorescence above about 47; also: inactives centre near 10
# Rac1 act GTP bind = alters GTP binding to activated mutant human Rac1. GST-Rac1 activated beads, fluorescent GTP binding, flow cytometry; actives lie on both sides; 100% means binding = to untreated wells. AID 764. percent activity (GTP binding), % at 10 µM. hit rate 0.11% among 190,000. P63000;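 active = GTP binding at least 20 percentage points away from the 100% baseline, in either direction, so actives lie on both sides; inconclusive = Compound likely fluorescent itself, or too few beads counted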
# Mcl1-Noxa inh = Mcl-1/Noxa interaction inhibition; Q07820; TR-FRET Mcl-1/Noxa peptide binding, 2 h; inhibition, % at 21.7 µM; hit rate 1.5% among 220,000; AID 1022;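 active = compounds that cut the protein-peptide binding signal by more than 50% relative to plate controls in a single-dose test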;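 also: His-tagged Mcl-1 with rhodamine Noxa BH3 peptide and terbium anti-His antibody; 0% = Mcl-1 plus Noxa peptide wells and 100% = peptide-only wells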
# Bim-Mcl-1 = disrupts Bim peptide binding to human Mcl-1 | Q07820 | Bead-based flow cytometry, Bim peptide-Mcl-1 binding | inhibition, % at 10 µM | hit rate 0.1% among 190,000; in the data active = inhibition above about 40%;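 also: 0% = no compound tracer wells and 100% = peptide blocker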
# Pf gametocyte = inhibitors of late stage P. falciparum gametocyte viability. P. falciparum stage V gametocytes, ATP luminescence, 24 h. inhibition, % at 10.9 µM. hit rate 0.065% among 150,000. AID 743093;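 active = inhibition above the mean plus 3 SD of compounds within the control limits, set per campaign, cut at about 38% in these data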;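 also: 0% = DMSO wells and 100% = medium only without gametocytes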
# The depositor's hits bear a star; u = inconclusive; x = no result given.
entry	smiles	HRas wt GTP	Mcl1-Noxa inh	Mcl1 Bid PPI	Rab2 wt GTP	Rab7 wt modul	Rac1 act GTP bind	Rac1 wt modul	Cdc42 wt	Avidin bead fluor	Pf gametocyte	Bim-Mcl-1
1	CCN1CCCC1CNC(=O)c1cc2c(=O)n(C)c3ccccc3c2n1C (centres undefined)	103	19	11	101	100	101	109	105	6	x	0
2	C/C(CC(=O)Nc1cccc(C(F)(F)F)c1)=N\NC(=O)C1CCCCC1	u	-9	-6	u	u	u	u	u	6	x	0
3	O=C(NCC1COc2ccccc2O1)c1cc2ccccc2o1 (centres undefined)	99	19	-3	98	100	100	99	98	4	x	0
4	COc1ccc(/C=C/C(=O)C2(O)CCCCC2)cc1OC	100	1	-15	100	96	99	104	101	11	10	-10
5	Cc1ccc(C(C)C)c(OCCN(C)C)c1	100	24	60*	100	101	96	101	98	12	x	-7
6	CCOC(=O)C1CCN(C(=O)CN(c2cc(OC)ccc2OC)S(=O)(=O)c2ccccc2)CC1	96	11	5	94	100	91	92	96	9	x	-1
7	CN1CCN(CCCNC(=O)Cn2ncc3c4ccccc4n(C)c3c2=O)CC1	100	10	-6	98	99	99	104	100	28	x	-1
8	CCC(=O)N(C)CCc1cc2c(c(OC)c1/C=N/NC(=O)c1ccccc1O)OCO2	95	0	-55	93	96	98	100	100	14	x	-3
9	CCOC(=O)c1nnc(-c2ccc(C)cc2)nc1Sc1ccccc1Cl	102	14	-3	100	99	93	100	102	8	-8	2
10	O=C(NCCN1CCN(Cc2ccccc2)CC1)c1cc2c(=O)[nH]c3ccccc3c2s1	98	34	-11	97	100	98	101	99	35	x	0
11	CN(C)/C=C/C(=O)c1cnc(-c2ccccc2)s1	100	9	-32	99	108	96	101	100	24	9	0
12	CC(C)Oc1cc(NC(=O)CSCC(=O)Nc2cccc(C(F)(F)F)c2)c(Cl)cc1Cl	96	-5	1	93	94	93	96	97	35	2	-3

# A different layout for some results above:
1. CCN1CCCC1CNC(=O)c1cc2c(=O)n(C)c3ccccc3c2n1C (centres undefined)
2. C/C(CC(=O)Nc1cccc(C(F)(F)F)c1)=N\NC(=O)C1CCCCC1
3. O=C(NCC1COc2ccccc2O1)c1cc2ccccc2o1 (centres undefined)
4. COc1ccc(/C=C/C(=O)C2(O)CCCCC2)cc1OC
5. Cc1ccc(C(C)C)c(OCCN(C)C)c1
6. CCOC(=O)C1CCN(C(=O)CN(c2cc(OC)ccc2OC)S(=O)(=O)c2ccccc2)CC1
7. CN1CCN(CCCNC(=O)Cn2ncc3c4ccccc4n(C)c3c2=O)CC1
8. CCC(=O)N(C)CCc1cc2c(c(OC)c1/C=N/NC(=O)c1ccccc1O)OCO2
9. CCOC(=O)c1nnc(-c2ccc(C)cc2)nc1Sc1ccccc1Cl
10. O=C(NCCN1CCN(Cc2ccccc2)CC1)c1cc2c(=O)[nH]c3ccccc3c2s1

Screen / compound no. | 1 | 2 | 3 | 4 | 5 | 6 | 7 | 8 | 9 | 10
HRas wt GTP | 103 | u | 99 | 100 | 100 | 96 | 100 | 95 | 102 | 98
Mcl1-Noxa inh | 19 | -9 | 19 | 1 | 24 | 11 | 10 | 0 | 14 | 34
Mcl1 Bid PPI | 11 | -6 | -3 | -15 | 60* | 5 | -6 | -55 | -3 | -11
Rab2 wt GTP | 101 | u | 98 | 100 | 100 | 94 | 98 | 93 | 100 | 97
Rab7 wt modul | 100 | u | 100 | 96 | 101 | 100 | 99 | 96 | 99 | 100
Rac1 act GTP bind | 101 | u | 100 | 99 | 96 | 91 | 99 | 98 | 93 | 98
Rac1 wt modul | 109 | u | 99 | 104 | 101 | 92 | 104 | 100 | 100 | 101
Cdc42 wt | 105 | u | 98 | 101 | 98 | 96 | 100 | 100 | 102 | 99
Avidin bead fluor | 6 | 6 | 4 | 11 | 12 | 9 | 28 | 14 | 8 | 35
Pf gametocyte | x | x | x | 10 | x | x | x | x | -8 | x
Bim-Mcl-1 | 0 | 0 | 0 | -10 | -7 | -1 | -1 | -3 | 2 | 0

# Going on with the list.
entry	smiles	HRas wt GTP	Mcl1-Noxa inh	Mcl1 Bid PPI	Rab2 wt GTP	Rab7 wt modul	Rac1 act GTP bind	Rac1 wt modul	Cdc42 wt	Avidin bead fluor	Pf gametocyte	Bim-Mcl-1
13	CC1CC(C)(C)NC(=S)N1CCC(=O)N1CCN(Cc2ccccc2)CC1 (centres undefined)	96	-10	-38	99	99	95	96	95	8	12	-1
14	CSCCC(NC(=O)OC(C)(C)C)C(=O)Oc1ccc2c(=O)c(-c3ccc4c(c3)OCCO4)coc2c1 (centres undefined)	106	-16	1	103	106	102	108	105	39	-9	0
15	CN(C)c1ccc(NC(=S)N(CCc2ccccc2)C2CC(=O)N(c3c(Cl)cccc3Cl)C2=O)cc1 (centres undefined)	98	8	-18	98	100	98	102	98	30	21	-1
16	O=C(COc1ccccc1F)Nc1cc(S(=O)(=O)N2CCOCC2)ccc1N1CCOCC1	96	0	-12	98	95	98	98	96	11	26	-1
17	COc1ccc(NC(=O)N2CCC(c3ccccc3)C2)c(OC)c1 (centres undefined)	98	4	-25	98	95	97	99	97	6	x	2
18	COc1ccc(C2Oc3ccccc3N2C(C)=O)cc1 (centres undefined)	92	1	-1	87	96	93	93	92	16	x	-2
19	Cn1cc(CN2CCC(C(O)c3cccs3)CC2)c(-c2cccc(Cl)c2)n1 (centres undefined)	99	1	-42	98	98	98	100	101	12	2	0
20	COc1ccccc1-n1c(N)c(C(N)=O)sc1=S	99	18	-16	99	98	100	103	102	6	x	-1
21	Cc1nn(-c2ccccc2)c2sc(C(=O)NNC(=O)COc3ccccc3)cc12	97	16	9	94	99	95	95	95	20	-13	0
22	COc1ccc(OC)c(NC(=O)CC(NCCC2=CCCCC2)C(=O)O)c1 (centres undefined)	96	-7	-21	95	94	95	97	98	29	x	-2
23	CCn1c(COc2ccc(C)cc2)nnc1SCC(=O)NCc1ccco1	94	-3	-28	96	95	96	98	96	13	-10	2
24	CCn1c(SCC(=O)NCC(=O)Nc2ccc(F)cc2)nnc1-c1ccncc1	98	-7	-21	99	98	96	103	98	11	x	-5
25	Cc1ccc(S(=O)(=O)N(CC2CO2)c2ccccc2[N+](=O)[O-])cc1 (centres undefined)	97	10	16	97	96	96	97	98	6	6	0
26	CCOC(=O)Cn1nc(C)n(-c2cccc(Cl)c2)c1=O	90	-5	-30	98	101	98	100	96	9	-2	0
27	O=C(Cn1c(=O)oc2ccccc21)Nc1nc(-c2ccc(Br)cc2)cs1	101	13	-1	101	101	99	103	98	5	x	3
28	O=C(CN1CCN(S(=O)(=O)c2ccccc2)CC1)NC(=O)NC1CCCCC1	97	-4	-24	95	98	96	99	97	8	x	0
29	Cc1ccc(NC(=O)c2c(C)nc(Nc3nc4ccccc4o3)nc2C)cc1	98	2	-41	96	94	96	96	97	6	26	-1
30	COc1ccccc1CNC(=O)c1c(N)n(CCCN2CCOCC2)c2nc3ccccc3nc12	84	39	33	82	87	86	78*	80	9	-18	12
31	CC(NCc1cccc(OCc2ccccc2)c1)C(O)c1ccccc1 (centres undefined)	100	16	11	100	107	94	100	98	5	7	-1
32	Cc1cc(N=Cc2cc(Cl)ccc2O)no1	99	1	-7	97	98	98	99	100	40	x	-1
33	CCOc1cc(CNC2CCCC2)cc(Cl)c1OCc1ccc(F)cc1	104	8	-5	102	106	103	106	104	11	x	6
34	CCCCNC(=O)c1cc2c(=O)n3cccc(C)c3nc2n(Cc2ccncc2)c1=N	102	-1	-7	106	107	102	105	103	4	x	1
35	CCN1C(=O)C(c2ccc(O)cc2)(c2ccc(O)cc2)c2ccccc21	96	30	-11	96	97	97	100	100	21	-1	-3
36	O=C(NCc1ccco1)c1cccc(NS(=O)(=O)c2ccccc2F)c1	98	5	-9	100	100	101	102	99	3	11	-2
37	O=C(Cc1cc(=O)[nH][nH]1)N/N=C/c1c(F)cccc1Cl	95	2	-43	95	94	96	100	97	9	8	0
38	COc1ccc(-n2nnnc2SC(C)C(=O)NCC(=O)Nc2ccc(F)c(F)c2F)cc1 (centres undefined)	96	11	-33	97	95	96	97	95	7	5	-1
39	CCn1c(SCc2nc3ccccc3c(=O)[nH]2)nnc1-c1cccnc1	105	4	-41	103	99	100	102	105	11	15	-3
40	CN1CCN(c2ccc(S(=O)(=O)N3CCCCC3)cc2NC(=O)c2ccc(F)cc2F)CC1	100	10	-5	98	98	98	101	102	4	9	-2
41	CC(C)NCC(O)COc1ccc(CC(N)=O)cc1 (centres undefined)	100	10	-2	98	98	99	105	104	10	x	-3
42	Cc1ccnc2nc(C(=O)Nc3ccc(N4CCOCC4)cc3)nn12	104	4	-34	103	101	100	109	107	11	20	-4
43	CC1=CC(C)(C)N(C(=O)CCl)c2cc(C)ccc21	98	-4	-24	99	105	96	100	95	10	-10	-7
44	COc1ccccc1N1CCN(Cc2ccsc2)CC1	104	32	12	102	100	101	105	104	28	26	26
45	CCN(CC)C(=O)N1CCN(S(=O)(=O)c2c(C)cc(C)cc2C)CC1	97	7	3	101	105	95	98	102	17	17	-1
46	CC(C)c1ccccc1NC1=CC(=O)CC(C)(C)C1	100	-7	-9	101	100	97	107	103	12	-7	-1
47	CCOCC(=O)Nc1nnc(Cc2ccc(OC)c(OC)c2)s1	102	13	-20	103	103	101	104	103	6	x	0
48	O=C(c1ccccc1)c1cn[nH]c1-c1ccccc1O	106	15	-28	107	96	101	109	108	14	x	-2
49	COCCNC(=O)c1ccccc1NC(=O)C1COc2ccccc2O1 (centres undefined)	106	7	-3	103	102	102	106	108	5	x	2
50	C=CCn1c(SCC(=O)N2CCCC2)nc2cc(C(=O)NCC3CCCO3)ccc2c1=O (centres undefined)	100	-4	-32	100	96	100	104	100	11	6	-7
51	COc1ccc(NC(=O)NCCN2C(=O)C3C4C=CC(C4)C3C2=O)cc1 (centres undefined)	103	16	2	102	100	100	106	107	8	x	-2
52	CN(CCN1CCc2ccccc2C1)Cc1nc(-c2ccc3c(c2)OCO3)no1	93	6	-37	93	98	91	94	91	5	x	-4
53	COc1ccc(OC)c(NC(=O)c2nnn(CCc3ccccc3)c2N)c1	95	1	-13	94	92	96	96	98	6	x	2
54	CCn1c(O)c(/C=C2\C=Nc3ccccc32)sc1=O	95	14	4	97	100	96	98	97	10	2	0
55	CN1CCN(C2=Cc3ccccc3Sc3cc(F)c(Cl)cc32)CC1	99	16	-9	99	93	96	101	98	4	x	-4
56	CCCNC(=O)c1ccc(-c2nc3ccccc3s2)s1	102	19	6	97	98	99	102	101	19	x	-4
